LRH-1 inv ag: NR5A2 inverse agonism in reporter assay | O00482 | HEK293T StAR-luciferase reporter, LRH-1 transfected, 24 h | inhibition, % at 3.6 µM | 360,000 compounds, 0.13% hits | AID 602396;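 active = inhibition above the mean inhibition of all tested compounds plus 3 SD, cut at about 73% in these data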;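 also: 0% = DMSO wells and 100% = reporter-only cells lacking LRH-1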
Target sequence (O00482 whole entry, looked up): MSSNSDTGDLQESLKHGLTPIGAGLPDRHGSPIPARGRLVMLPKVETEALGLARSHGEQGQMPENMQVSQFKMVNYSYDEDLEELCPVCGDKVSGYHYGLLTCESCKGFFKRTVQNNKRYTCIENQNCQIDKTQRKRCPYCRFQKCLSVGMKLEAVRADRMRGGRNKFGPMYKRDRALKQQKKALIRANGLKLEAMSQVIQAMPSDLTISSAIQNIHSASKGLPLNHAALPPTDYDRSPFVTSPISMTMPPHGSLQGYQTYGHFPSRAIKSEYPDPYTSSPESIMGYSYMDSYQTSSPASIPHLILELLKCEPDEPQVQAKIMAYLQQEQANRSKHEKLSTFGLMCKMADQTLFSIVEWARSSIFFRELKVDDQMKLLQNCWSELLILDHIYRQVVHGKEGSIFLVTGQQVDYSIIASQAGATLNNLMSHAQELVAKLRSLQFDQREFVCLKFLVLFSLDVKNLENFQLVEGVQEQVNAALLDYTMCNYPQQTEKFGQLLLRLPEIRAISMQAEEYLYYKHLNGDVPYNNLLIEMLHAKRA
LMP1 NFkB inh: Epstein-Barr LMP1 NF-kappaB reporter inhibition | AID 504558 | 350,000 compounds, 0.69% hits | inhibition, % at 12.5 µM | LMP1-induced NF-kappaB luciferase reporter cells, luminescence; in the data active = inhibition above about 41%;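 also: 0% = neutral control wells and 100% = reference inhibitor control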
MC4R antagonist: antagonists of human melanocortin 4 receptor (MC4R). P32245. MC4R-expressing cells, MTII-stimulated cAMP, LANCE TR-FRET. inhibition, % at 6.5 µM. 360,000 compounds, 0.48% hits. AID 540295;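 active = inhibition above its plate's cutoff, the mean of tested wells on that plate plus 3 SD, cut at about 29% in these data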;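 also: 0% = Melanotan II alone and 100% = Melanotan II plus saturating MCL0020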
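System: U2OS-MC4R stable cell line; Technique: Eu-cAMP/anti-cAMP TR-FRET, emission 671 nm; Repeats: single well per compound; Also added: Melanotan II; Dosing: one concentration, 6.5 µM nominal; Schedule: 30-min compound, 1-h challenge, 1-h detection, room temperature.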
SRC2 inh: inhibits human steroid receptor coactivator 2; 370,000 compounds, 0.17% hits; HEK293 GAL4-SRC2 luciferase reporter, luminescence; inhibition, % at 9 µM; AID 651957;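 active = inhibition above the mean inhibition of all tested compounds plus 3 SD, set per campaign, cut at about 52% in these data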;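 also: 0% = DMSO treated cells and 100% = cells given Gossypol at 36 µM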
SRC3 inh: inhibits human SRC3 coactivator; inhibition, % at 3.6 µM; AID 588352; HEK293 GAL4-SRC3 luciferase reporter, luminescence; 360,000 compounds, 0.17% hits; Q9Y6Q9;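 active = inhibition above a per-campaign cutoff, the mean of all compounds plus 3 SD, cut at about 60% in these data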;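 also: 0% = DMSO-treated cells and 100% = gossypol-treated cells at 36 µM; higher means less SRC3-driven luciferase light from the GAL4 reporter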
TLR9-MyD88 block: blocks human TLR9 binding to MyD88. Q9NR96+Q99836. AID 504734. 340,000 compounds, 0.21% hits. CHO BLA complementation TLR9-MyD88, CCF4 FRET ratio. inhibition, % at 4.98 µM;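 active = inhibition above the mean over all tested compounds plus 3 SD, cut at about 21% in these data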;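 also: 0% = DMSO only wells and 100% = clavulanate BLA inhibitor control wells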
NR2F2 inh: NR2F2 (human) inhibition, primary screen; AID 686940; inhibition, % at 8.6 µM; HEK293T NGFI-A luciferase reporter, luminescence; 370,000 compounds, 0.7% hits; P24468;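 active = inhibition above a per-plate cutoff, mean inhibition of test wells between control levels plus 3 SD, cut at about 38% in these data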;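 also: cells cotransfected with COUP-TFII expression vector driving the NGFI-A reporter; 0% = median of COUP-TF2 test wells and 100% = reporter-only cells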
NOD2-RIPK2 inh: inhibitors of human NOD2-RIPK2 interaction; AID 624267; CHO BLA complementation NOD2-RIPK2, CCF4 ratio; O43353; 360,000 compounds, 0.38% hits; inhibition, % at 4.98 µM; in the data active = inhibition above about 21%;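 also: 0% = vehicle only and 100% = reference blocker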
Target sequence (O43353 whole entry, looked up): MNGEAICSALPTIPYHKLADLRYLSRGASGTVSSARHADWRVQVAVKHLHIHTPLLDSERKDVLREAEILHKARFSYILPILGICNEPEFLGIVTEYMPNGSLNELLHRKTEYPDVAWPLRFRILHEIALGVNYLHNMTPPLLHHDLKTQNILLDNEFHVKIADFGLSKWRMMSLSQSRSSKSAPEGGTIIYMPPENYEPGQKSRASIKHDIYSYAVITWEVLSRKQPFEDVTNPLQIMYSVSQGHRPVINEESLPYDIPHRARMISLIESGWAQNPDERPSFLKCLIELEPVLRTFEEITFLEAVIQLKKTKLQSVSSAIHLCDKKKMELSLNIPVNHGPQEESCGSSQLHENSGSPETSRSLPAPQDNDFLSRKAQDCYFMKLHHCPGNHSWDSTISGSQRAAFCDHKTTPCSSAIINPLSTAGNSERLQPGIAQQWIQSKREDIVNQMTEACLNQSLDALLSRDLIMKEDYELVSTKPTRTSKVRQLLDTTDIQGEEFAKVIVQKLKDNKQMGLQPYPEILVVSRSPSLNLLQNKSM
SRC1 inh: inhibitors of human steroid receptor coactivator 1 (SRC1) | inhibition, % at 3.6 µM | AID 588354 | HEK293 GAL4-SRC1 luciferase reporter, luminescence | 360,000 compounds, 0.12% hits | Q15788;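 active = inhibition above the campaign mean plus 3 SD, with each screening campaign given its own cutoff, cut at about 60% in these data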;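 also: 0% = DMSO treated cells and 100% = gossypol at 36 µM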
ABHD5-PLIN5 inh: blocks binding of human ABHD5 to perilipin-5; Split G. princeps luciferase complementation, luminescence, 4 h; 360,000 compounds, 0.78% hits; Q00G26+Q8WTS1; AID 602281; inhibition, % at 4 µM;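 active = inhibition above the mean inhibition across every tested compound plus 3 SD, cut at about 22% in these data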;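 also: 0% = DMSO only wells and the 100% control is not disclosed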
MC4R ag barr: agonists of human melanocortin 4 receptor (MC4R) beta-arrestin. activation, % at 8.9 µM. 360,000 compounds, 0.98% hits. U2OS MC4R beta-arrestin complementation, luminescence; percent of melanotan II response, DMSO zero. P32245;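 active = activation above a per-plate cutoff, the mean activation of sample wells on that plate plus 3 SD, cut at about 8% in these data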
* marks the source's active call; other numbers are inactive results; · = no result given; & = joins results of further samples. A portion of the library; the hit share may differ from the screen's.

LRH-1 inv ag	LMP1 NFkB inh	MC4R antagonist	SRC2 inh	SRC3 inh	TLR9-MyD88 block	NR2F2 inh	NOD2-RIPK2 inh	SRC1 inh	ABHD5-PLIN5 inh	MC4R ag barr	Molecule
6	13	0	-26	23	8	1	-5	11	9	4.7	COc1ccc(CC(=O)Nc2cccc(C(=O)NN3C(=O)c4ccccc4C3=O)c2C)cc1
11	-2	-2	1	6	0	0	-6	-3	-2	-0.5	CCCN1CCC(=O)N(CCO)CC1
-3	2	-3	-5	6	11	-6	1	-3	-4	-1.3	COc1cc(OC)cc(C(=O)NNC(=O)NC2CCCCC2)c1
2	7	3	12	3	-1	-2	-7	2	5	0.1	COc1ccc(C(=O)COC(=O)[C@H](C)Nc2ccc(C(F)(F)F)cc2[N+](=O)[O-])c(OC)c1
6	-11	6	17	8	11	11	-5	-7	-7	-4.1	Nn1c(SCC(=O)Nc2ccc3c(c2)OCCO3)nnc1-c1ccncc1
0	-12	10	-11	5	-5	3	-3	-39	1	-0.2	O=C(O)CSC1=NC(=Nc2ccc(Cl)cc2)C2(CCCCC2)N1c1cccc(C(=O)O)c1
-15	-3	-2	-1	15	14	-15	2	4	-1	-1.6	O=C(COC(=O)c1ccccc1-c1nc2ccccc2s1)NC1CCS(=O)(=O)C1 (configuration not stated)
-1	2	-2	9	-3	4	-9	1	-7	-4	-1.0	COn1c(=O)c(-c2ccccc2)[n+]([O-])c2ccccc21
8	-6	5	-39	-8	-4	-42	-2	-4	-1	-1.1	Cc1cccc(NC(=O)Cc2ccc(F)cc2)c1
-5	-5	4	-12	2	10	-1	5	-11	3	-1.0	CCc1ccccc1NC1=NCC(=O)N1Cc1ccccc1
-30	-3	14	-9	13	11	-3	-4	-6	0	-3.7	CCN(CC)CCNC(=O)/C(=N\O)c1ccccn1
-25	14	15	17	12	-10	21	5	-16	-4	-4.6	Cc1cc(C)c(S(=O)(=O)N2CCCC(C(=O)NCc3cccnc3)C2)c(C)c1 (configuration not stated)
-4	·	2	3	12	·	-6	-7	14	-4	-0.8	COc1cccc(CC(=O)NNC(=O)c2c(-c3ccccc3)noc2C)c1
13	4	8	-24	5	9	5	4	10	7	-0.1	COc1ccc(C(=O)OCC(=O)N2c3ccccc3CC2C)cc1S(=O)(=O)N1CCOCC1 (configuration not stated)
15	-3	23	-10	12	·	-8	1	10	-7	-0.1	O=C(O)CC1(CC(=O)Nc2cc(C(F)(F)F)cc(C(F)(F)F)c2)CCCCC1
-211	-9	-3	-56	-96	-1	-32	4	-78	3	-2.4	CCn1c(-c2ccccc2)csc1=Nc1ccc(O)cc1
14	-3	10	-14	8	4	12	-5	2	-1	-0.1	CC(=O)SCCC(=O)Nc1ccccc1
3	-3	11	11	-8	-7	12	-1	-14	-2	-2.1	O=C(CN1C(=O)NC2(CCCC2)C1=O)OCCOc1cccc(Br)c1
-11	-8	12	17	-22	6	12	-2	-3	-1	-0.8	Cc1oc(C)c(C(=O)O)c1COc1ccc(C(=O)O)cc1
14	0	1	-16	4	-8	-4	-18	6	-1	0.5	CCCC(=O)Nc1cc2c(cc1C(C)=O)OCCO2
6	-7	1	-6	22	-7	10	-2	3	0	-2.2	CCOc1ccc(OCCN2C(=O)NC3(CCCc4ccccc43)C2=O)cc1 (configuration not stated)
9	1	5	-11	31	9	-15	-6	-5	8	3.9	CCOc1ccccc1C(=O)NC(C(=O)NCc1ccc(F)cc1)C(C)C (configuration not stated)
-2	2	9	-9	-5	3	-3	-2	-11	-2	1.8	COc1ccc(-c2nc3ccccc3c(=O)n2CCOc2cccc(C)c2C)cc1
-11	0	1	9	10	-4	5	-10	-37	-16	4.2	O=S(=O)(c1ccc(C(F)(F)F)cc1)N1CCN(CCOc2ccccc2)CC1
8	-6	10	6	9	1	3	-1	2	0	-0.3	CC(C)(C)N(NC(=O)Nc1ccc(Cl)cc1)C(=O)c1ccccc1
3	8	4	1	-6	-1	-3	8	-16	0	-2.4	CCOC(=O)c1c(-c2ccccc2)c(C(C)=O)c(=O)n(C)c1C
7	0	-1	6	-7	3	-13	-9	-4	7	-2.8	COc1ccc(C)cc1NS(=O)(=O)c1ccc2c(c1)N(C)CCO2
-12	21	2	-21	-1	3	-14	8	-5	-12	-3.9	Cc1cc(C)cc(NC(=O)COC(=O)Cn2cnc3c2c(=O)n(C)c(=O)n3C)c1
8	-3	3	-15	8	7	-9	-4	10	1	-1.1	O=C(Cn1ncc2c([nH]c3ccccc32)c1=O)N1CCN(c2ccccc2F)CC1
-8	2	-2	2	12	5	2	6	-17	-11	-3.1	Cc1ccc(S(=O)(=O)N2CCN(C(=O)Cn3nc(C)c([N+](=O)[O-])c3C)CC2)cc1
22	3	3	13	7	-7	-2	-1	-12	-4	-1.1	O=C(Nc1cccc2ccccc12)C1CCN(C(=O)NCc2ccccc2)CC1
-12	1	21	-2	5	6	6	-11	3	3	-1.7	Cc1cc(C(=O)NCC(=O)OCC(=O)N2CCCCCC2)ccc1[N+](=O)[O-]
1	-2	3	-1	-18	2	1	1	2	4	-1.8	O=[N+]([O-])c1cc(-c2ccccc2)cc([N+](=O)[O-])c1O
-37	-12	-3	-27	-8	3	-2	-1	-11	3	-0.2	Cc1ccc(C(=O)Nc2ccccc2C(N)=O)o1
11	-2	10	-12	-2	-3	-8	0	-17	8	-2.2	COc1ccc(C2C(C(=O)OCC3CCCO3)=C(C)NC3=C2C(=O)CC(c2ccco2)C3)cc1O (configuration not stated)
-44	-17	13	-27	-38	-1	-19	-9	-59	-2	-1.9	Cc1nc(SCc2cccc(Oc3ccccc3)c2)n[nH]1
12	·	·	3	26	·	-7	-1	9	3	·	COc1ccccc1Cc1c(C(C)(C)C)nc2c3ccccc3ccn12
11	-15	-2	-9	-9	-8	17	5	4	0	0.6	Cc1ccccc1OCC(=O)NC(Cc1c[nH]c2ccccc12)C(=O)O (configuration not stated)
-2	0	6	0	-11	-5	11	-23	1	-8	-0.9	CCOc1ccccc1NC(=O)CCNC(=O)c1ccco1
-15	-5	1	15	5	5	1	10	12	9	-1.3	C[C@H]1CN=C(Nc2ccccc2)N1CC1CCCCCC1
-2	-4	-10	11	15	2	-8	-8	-9	4	0.6	O=C(COC(=O)c1ccco1)c1ccc(Cl)cc1
-23	8	5	-27	-8	-4	4	0	7	5	-1.2	Cc1cc(C)c(NC(=O)CCCN2CCN(C)CC2)c(C)c1
2	-1	14	-14	6	2	24	-10	12	10	1.1	CC(=O)Nc1c(O)nc(SCC(=O)N2CCCCC2)[nH]c1=O
6	-7	8	-12	-16	-2	-1	-8	-16	-2	-1.3	COC(=O)c1ccccc1NC(=O)NCc1ccccn1
2	1	-1	11	12	5	3	2	20	12	2.5	Nc1nc2ncc(C(=O)c3cc(Cl)cc(Cl)c3O)cc2s1
10	3	2	-3	19	3	-18	-6	-22	-4	-1.3	CCCCCCCCC(=O)NCCOc1ccccc1
9	1	-1	1	23	2	-26	-5	-4	-1	0.7	CCN(CC(=O)Nc1c(F)cccc1F)C(=O)c1ccc2c(c1)NC(=O)C(C)S2 (configuration not stated)
3	-9	8	-35	-4	5	-7	1	-12	-2	-2.3	CC(=O)N[C@@H](C)C(=O)N1CCC(n2nccc2NC(=O)CCCc2ccccc2)CC1
-33	1	5	-36	-11	-10	11	-9	6	-6	-2.2	Cc1cccc(C(=O)Nc2sc(C(=O)N3CCCC3)c(C)c2C#N)c1
2	-1	13	-4	21	-4	10	1	-2	5	0.2	CN(CC(=O)Nc1ccccc1Br)CC(=O)Nc1ccccc1-c1ccccc1

(list continues)
LRH-1 inv ag	LMP1 NFkB inh	MC4R antagonist	SRC2 inh	SRC3 inh	TLR9-MyD88 block	NR2F2 inh	NOD2-RIPK2 inh	SRC1 inh	ABHD5-PLIN5 inh	MC4R ag barr	Molecule
14	-6	1	·	1	-6	·	5	-39	-8	1.6	S=C(Nc1ccc(Cl)cc1Cl)Nc1ccccc1Oc1ccccc1
-29	-18	-1	-45	-56	-3	-18	-2	-30	0	-2.4	CC1OC(Nc2ccc(N=Nc3ccccc3)cc2)C(O)C(O)C1O (configuration not stated)
29	·	·	10	·	·	7	-13	·	1	·	CCCCNC(=O)c1cc(-c2ccccc2)sc1N
2	8	5	-45	-13	6	13	-7	-10	0	-1.5	Cc1ccc(CC(=O)Nc2cccc(C(=O)Nc3c(C)n(C)n(-c4ccccc4)c3=O)c2)cc1C
10	-9	7	12	11	0	8	-1	-8	-12	-1.7	CC(C)(C)N(Cc1ccccc1)C(=O)c1ccc(Cl)cc1[N+](=O)[O-]
-2	27	6	10	21	-5	8	5	11	-4	2.2	C=CCn1c(=O)/c(=C/c2ccc(Cl)cc2)s/c1=C(/C#N)c1nnc2n1CCCCC2
-4	-15	10	-13	-6	6	-17	0	0	-13	-0.1	Clc1ccc(-c2[nH]ncc2N=Nc2ccccc2)cc1
4	0	-6	-20	16	7	14	1	11	-1	0.3	COc1ccc(/C=C2\NC(=S)N(CC3CCCO3)C2=O)c(OC)c1C (configuration not stated)
-4	-4	7	8	-1	-6	9	-10	1	4	-1.9	CCOC(=O)c1c(NC(=O)COC(=O)c2ccccn2)sc(C)c1C
1	4	-2	-22	19	-4	3	-5	3	-10	1.3	Cc1ccccc1N(CC(=O)N/N=C/c1cc(Br)c(C)o1)S(C)(=O)=O
15	5	0	2	0	4	-5	-3	4	-2	-1.0	COc1ccc(OC)c2c1sc(=NC(=O)C1CCCCC1)n2C
2	9	5	4	22	6	-6	-2	0	7	-1.8	O=C1CC(N2CCCN(C3CC(=O)N(c4ccc(F)cc4)C3=O)CC2)C(=O)N1c1ccc(F)cc1 (configuration not stated)
8	-2	-6	-30	-5	-5	2	-12	-3	-5	-2.7	CCOc1ccc2c(c1)/C(=C(\C(Cl)=C(Cl)Cl)[N+](=O)[O-])N2
-4	-4	1	22	10	4	-15	1	21	2	1.1	Cc1[nH]nc(N)c1-c1ccccc1
8	-25	4	-51	-41	11	13	6	-61	7	-2.0	O=[N+]([O-])c1ccc(/C=[N+](\[O-])[C@@H]2CCCC[C@@H]2/[N+]([O-])=C/c2ccc([N+](=O)[O-])o2)o1
-4	-7	1	-16	22	-1	-2	0	9	2	-4.2	Cc1cc(C)c2c(n1)SCC(=O)N2CC(=O)Nc1ccc(Br)c(C)c1
-5&-8	-2&0	-8&1	-33&-14	-3&26	2&5	-15&5	-13&0	13&1	-4&4	-3.1&-0.6	COC(=O)C1=C(C)NC(C)=C(C(=O)OC)C1C(=O)OCC(=O)N1c2ccccc2CC1C (configuration not stated)

High-throughput results: PubChem, several laboratories
